AI-2 QS mod: Vibrio harveyi AI-2 quorum sensing modulation | Vibrio harveyi JMH597 AI-2 luminescence/OD600 ratio, 9 h; active compounds read low; strain lacks LuxN and CqsS sensors; 0 = neutral-control median | activity change, % at 7.5 µM | 0.4% of 300,000 active; in the data active = activity change below about -75%, passing the limit was not always enough; inconclusive = no clear call, values can overlap the other calls;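 also: luminescence divided by OD600 gain over 9 h not by final OD600 alone; inactives centre near 13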
HSF-1 act: increases HSF-1 driven luciferase reporter signal. NIH3T3-HGL HSF-1 luciferase reporter, MG132, 8 h; 100% = twice DMSO control signal. activation, % at 9 µM. 1.7% of 300,000 active;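 active = mean replicate activation of at least 50% with a set share of replicates each reaching 50%; inconclusive = only one of those two conditions met; inactive = mean below 50% and too few replicates reaching it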;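 also: 0% = median of the neutral control wells and 100% = twice that signal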
HSP90 refold inh: blocks HSP90-mediated luciferase refolding in reticulocyte lysate | Rabbit reticulocyte lysate, luciferase refolding luminescence, 3 h | inhibition, % at 5.6 µM | 0.91% of 290,000 active;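 active = inhibition above the screen-wide mean plus 3 SD, computed separately per campaign, cut at about 16% in these data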;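 also: 0% = DMSO wells and 100% = 60 µM geldanamycin wells; inhibitors lower the luminescence because luciferase stays unfolded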
HDAC3 inhib: blocks human histone deacetylase 3 | O15379 | recombinant HDAC3, fluorogenic peptide/trypsin coupled, fluorescence | inhibition, % at 8.3 µM | 0.15% of 320,000 active; in the data active = inhibition above about 26%, passing the limit was not always enough; inconclusive = no clear call, values can overlap the other calls
DYRK1A inh: blocks rat Dyrk1A kinase activity; ADP-Glo luminescence, NFATc1 peptide; inhibition, % at 12.5 µM; 0.43% of 310,000 active; AID 504441; in the data active = inhibition above about 50%;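 also: plate controls were vehicle with enzyme for no effect and no enzyme for full effect; many of its hits are not listed in these tables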
GSK3A inh: human GSK-3 alpha kinase inhibition. P49840. ADP-Glo luminescence, 60 min. inhibition, % at 10 µM. 0.1% of 320,000 active;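 in the data active = inhibition above about 50%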;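 also: GST-tagged GSK-3 alpha with peptide substrate and 25 µM ATP; 0% = DMSO neutral wells and 100% = GW8510 positive control wells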
Target sequence (P49840 whole entry, looked up): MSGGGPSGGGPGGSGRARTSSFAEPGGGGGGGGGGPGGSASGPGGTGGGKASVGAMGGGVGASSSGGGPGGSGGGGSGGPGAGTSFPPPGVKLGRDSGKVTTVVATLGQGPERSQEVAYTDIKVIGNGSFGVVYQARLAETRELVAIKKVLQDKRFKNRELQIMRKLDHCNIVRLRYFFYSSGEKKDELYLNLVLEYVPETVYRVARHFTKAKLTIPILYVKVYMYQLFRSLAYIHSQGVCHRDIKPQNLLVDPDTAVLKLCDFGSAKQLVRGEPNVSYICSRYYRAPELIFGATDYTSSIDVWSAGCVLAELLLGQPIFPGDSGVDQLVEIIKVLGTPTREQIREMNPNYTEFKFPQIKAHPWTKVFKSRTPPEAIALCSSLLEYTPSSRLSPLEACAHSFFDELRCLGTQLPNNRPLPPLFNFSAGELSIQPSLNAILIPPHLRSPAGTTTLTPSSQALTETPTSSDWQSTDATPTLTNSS
GSK3B inh: blocks human GSK3beta kinase activity. activity score (negative = inhibition), % at 10 µM. AID 2097. P49841. 0.038% of 300,000 active. GST-GSK3beta kinase, ADP-Glo luminescence, 60 min; active compounds read low;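 active = more than half of replicate wells score below -50%, meaning over 50% inhibition versus plate controls; inconclusive = some replicates but at most half score below -50%; inactive = no replicate scores below -50%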;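 also: 0% = median DMSO wells and -100% = median GW8510 positive control wells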
Target sequence (P49841 whole entry, looked up): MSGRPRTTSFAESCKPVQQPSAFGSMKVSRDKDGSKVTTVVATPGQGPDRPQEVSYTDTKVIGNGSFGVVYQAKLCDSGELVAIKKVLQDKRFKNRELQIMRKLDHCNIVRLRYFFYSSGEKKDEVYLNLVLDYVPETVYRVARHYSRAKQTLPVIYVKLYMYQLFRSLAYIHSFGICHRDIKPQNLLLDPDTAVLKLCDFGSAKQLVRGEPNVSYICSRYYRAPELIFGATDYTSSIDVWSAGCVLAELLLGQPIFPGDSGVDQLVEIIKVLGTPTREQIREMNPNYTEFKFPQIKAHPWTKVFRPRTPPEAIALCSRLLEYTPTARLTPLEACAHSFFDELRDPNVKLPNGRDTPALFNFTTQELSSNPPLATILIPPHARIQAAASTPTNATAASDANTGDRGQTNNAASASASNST
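Test system: GST-tagged human GSK3beta kinase, cell-free; evaluation: activity score scaled between in-plate DMSO and GW8510 controls; measured by: ADP-Glo luminescence; incubation: 60 min reaction, RT; benchmarks: DMSO and 20 µM GW8510; reagent: peptide substrate plus 25 µM ATP (final); medium: Tris/MgCl2 kinase buffer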
Platelet DG rel: modulates dense granule release in human platelets | human platelet-rich plasma, SFLLRN dense granule ATP release, luminescence | inhibition, %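 (compounds screened at 7.5 µM in platelet-rich plasma)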 | 0.22% of 300,000 active | AID 1663;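 active = mean replicate score, as percent of positive control, at or above 50; inconclusive = mean below 50 but at least one replicate at or above 50; inactive = mean and every replicate below 50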
HSF1 inh: HSF1 inhibition | NIH3T3-HGL HSE-luciferase, MG132-induced, luminescence 8 h; active compounds read low | activity change, negative = inhibition, % at 7.5 µM (by protocol) | 0.77% of 300,000 active | AID 2098;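 active = more than half of replicate wells show activity change below -50%, luminescence cut by over half; inconclusive = some wells, but at most half, below -50%; inactive = no replicate well below -50%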;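 also: luciferase reports HSF-1 transcriptional activity via heat shock element; 0% = median of DMSO wells and -100% = zero luminescence signal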
PolyA inh: inhibitors of polyadenylation in S. cerevisiae | S. cerevisiae SKY197-pL101 polyadenylation reporter, beta-gal luminescence; efflux-impaired pdr1/pdr3 knockout yeast; score 100 = 6 SD above DMSO | calls only at 12 µM | 0.02% of 300,000 active;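 active = lowest replicate activity score at least 50, where 100 means six control SD above control mean; inconclusive = lowest score under 50 but half or more replicates reach 50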;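 also: yeast exposed to compound for 9 h at 30 °C; higher score means more reporter readthrough which indicates perturbed polyadenylation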
An asterisk follows results filed as active; i = inactive; u = inconclusive; x = no result given.

SMILES	AI-2 QS mod	HSF-1 act	HSP90 refold inh	HDAC3 inhib	DYRK1A inh	GSK3A inh	GSK3B inh	Platelet DG rel	HSF1 inh	PolyA inh
O=C(COc1ccccc1[N+](=O)[O-])Nc1ccc2c(c1)OCO2	2	25	-4	4	2	-1	4	-2	18	i
COC(=O)c1ccc(COc2ccc(F)cc2)o1	5	5	4	7	-3	-2	3	-2	6	i
COc1cccc(OC)c1-c1nn(-c2ncc(C(F)(F)F)cc2Cl)c(=O)o1	14	6	-4	-7	x	-2	-2	2	3	i
O=S(=O)(c1ccccc1)[C@@]1(c2ccc(Br)cc2)C[C@@H]2ON=C(c3ccccc3)[C@@H]2C1	26	-6	x	1	-3	1	3	2	3	i
COc1ccc(C)cc1NC(=O)CSc1ccc(-c2ccco2)nn1	4	-6	1	-2	4	-3	-6	-5	-3	i
O=C(c1ccco1)N1CCN(c2ncnc3c2cnn3-c2ccccc2)CC1	23	45	1	1	9	-1	-2	-1	18	i
O=S(=O)(NC(=NC1CCCCC1)c1ccccc1)c1ccccc1	10	44	3	x	-9	3	-2	-6	8	i
O=C(COc1ccc(F)cc1)N1CCCc2ccccc21	23	13	-5	0	5	-1	0	13	1	i
CCCn1c(=S)[nH]c2cc(Cl)ccc21	6	11	1	9	-1	-3	2	9	-2	i
O=C(Oc1ccc2c(c1)OCC2=O)c1ccc(Cl)cc1	26	7	0	9	-5	-6	1	-1	0	i
CC1(C)Oc2ccc3ccc(=O)oc3c2/C(=C/Nc2cccc(O)c2)C1=O	11	-10	-2	10	7	4	-1	0	-6	i
CC(=NCCCn1ccnc1)c1c(-c2ccccc2)[nH]n(-c2nc3ccccc3s2)c1=O	12	-7	2	5	-3	-5	0	6	-5	i
Cc1ccc(NS(=O)(=O)c2ccc(CCC(=O)NC3CC3)cc2)cc1	67	-7	2	4	0	-3	3	-1	-1	i
O=C(CSc1nc(-c2ccccc2)nc2c1CCCC2)N1CCOCC1	20	5	2	1	-2	-1	0	12	-6	i
CNc1oc(/C=C/c2ccccc2)nc1C#N	7	-2	-4	-21	0	0	-1	13	-4	i
CCc1nonc1NC(=O)c1oc2ccc(Cl)cc2c1C	18	6	2	x	2	x	1	-2	7	i
CCc1ccc(/C(C)=N/NC(=O)c2ccccn2)cc1	10	-9	-2	8	0	1	1	-2	-1	i
CCCCC(=O)NC1=C(C(=O)OC)SCC1	-3	2	2	-4	-5	-3	3	-5	9	i
COc1ccc(S(=O)(=O)N2CCCCC2)cc1NC(=O)CN1CCN(C(C)=O)CC1	40	-1	-4	-1	-7	-1	-11	1	4	i
CN(C(=O)c1cccc(S(=O)(=O)N2CCCCC2)c1)C1CCS(=O)(=O)C1 (stereo not drawn)	15	8	x	u	11	-2	1	x	0	i
CC(=O)c1cccc(NC(=O)N2CCCC2C(=O)Nc2cccc(C)c2)c1 (stereo not drawn)	20	14	0	2	-3	1	-6	1	6	i
Cc1cc2cc(CNC(=O)C3CC3)ccc2n1C	21	6	2	1	-1	-1	-3	1	3	i
CCOC(=O)c1c(NC(=O)c2cc(-c3ccc(O)cc3)on2)sc(C(C)=O)c1C	6	-3	-4	3	0	-2	-3	-30	-3	i
COc1n[nH]c(C(=O)Nc2cc(F)ccc2C)c1[N+](=O)[O-]	3	-6	2	-12	4	2	3	10	-5	i
COc1ccc(NC(=O)c2cc3cccc(OC)c3oc2=Nc2ccc(C(=O)O)cc2)cc1OC	34	-15	0	x	-2	x	0	14	-11	i
O=S1(=O)CC2SC(=S)N(c3ccccc3)C2C1 (stereo not drawn)	1	-2	0	-11	x	-1	-28	-9	-2	i
CC(C)N(C)C1CCN(C(=O)Nc2ccc(Cl)c(Cl)c2)CC1	13	1	3	6	3	-1	-1	3	-3	i
O=C(Nc1ccc(NS(=O)(=O)c2ccc([N+](=O)[O-])cc2)cc1)c1ccco1	16	2	9	-2	-3	1	-1	-3	11	i
COc1ccc(-n2nc3c(c2NC(=O)c2cc4ccccc4o2)CS(=O)(=O)C3)cc1	34	5	-3	5	3	0	1	-1	2	i
CCN(CC)c1ccc(NC(=O)/C=C/c2cc(Br)ccc2OC)cc1	10	20	-3	-5	-7	1	4	-5	-5	i
CC(C)OCCCNC(=O)c1cccs1	16	4	-2	-2	1	-2	7	-3	0	i
O=C(CCC(=O)N1CCOCC1)Nc1ccc(Cl)c(Cl)c1	2	-11	2	-3	x	-3	1	36	-7	x
COC(=O)c1cc(NC(=O)CSc2nnc(CN3CCOCC3)n2C)ccc1Cl	14	-5	-2	10	-7	-1	-3	-2	-9	i
COc1ccc(Cc2nnc(SC)[nH]c2=O)cc1OC	18	-17	3	-2	-7	-2	0	-5	-4	i
COC1=CC(=Cc2c(N)n3nc(CC(=O)N4CCOCC4)sc3nc2=O)C=C(OC)C1=O	29	2	-4	10	1	0	2	7	-2	i
CC(C)c1nc(NCCO)c2nnn(Cc3ccccc3)c2n1	21	1	1	x	x	x	1	4	1	i
CCOc1cccc(-c2c(C(=O)N/N=C/c3ccco3)nnn2-c2nonc2N)c1	6	18	-2	1	14	29	-1	17	-2	i
CCN(C(=O)COC(=O)c1ccccc1SCC(=O)N1CCCC1)C1CCS(=O)(=O)C1 (stereo not drawn)	27	-4	x	-5	13	1	1	-3	-1	i
COC(=O)CN1C(c2ccc(Cl)cc2)=Nc2ccc(Cl)cc2C1c1ccccc1 (stereo not drawn)	27	34	2	-5	-1	-1	-1	25	14	i
CCc1ccc(NC(=O)N(CCCOC(C)C)C2CCN(C(C)=O)CC2)cc1	6	-6	-1	-4	0	-3	1	1	0	i
Cc1cccc(NC(=O)CSc2nccn2C)c1	12	3	0	-9	-1	0	-1	-2	3	i
S=C(Nc1ccccc1Cl)NC1CCCCCC1	-3	21	5	-3	2	-2	2	4	7	i
CC1CCN(C(=O)CSc2nnc(CSc3ncccn3)n2C)CC1	15	-2	2	3	-5	-2	-1	3	-6	i
O=C(O)c1ccc(NCCc2ccc(Cl)cc2)c([N+](=O)[O-])c1	41	11	0	5	-4	2	-1	-2	13	i
CSc1nnc(C)c(=O)n1COC(=O)COc1ccccc1F	7	35	-1	1	11	-2	2	-10	20	i

3 entries out of the list, ordered by length of the SMILES, falling:
SMILES	AI-2 QS mod	HSF-1 act	HSP90 refold inh	HDAC3 inhib	DYRK1A inh	GSK3A inh	GSK3B inh	Platelet DG rel	HSF1 inh	PolyA inh
O=C(Nc1ccc(NS(=O)(=O)c2ccc([N+](=O)[O-])cc2)cc1)c1ccco1	16	2	9	-2	-3	1	-1	-3	11	i
CCc1nonc1NC(=O)c1oc2ccc(Cl)cc2c1C	18	6	2	x	2	x	1	-2	7	i
O=S1(=O)CC2SC(=S)N(c3ccccc3)C2C1 (stereo not drawn)	1	-2	0	-11	x	-1	-28	-9	-2	i

Further records follow:
SMILES	AI-2 QS mod	HSF-1 act	HSP90 refold inh	HDAC3 inhib	DYRK1A inh	GSK3A inh	GSK3B inh	Platelet DG rel	HSF1 inh	PolyA inh
COc1cc(/C=N/NC(=O)c2cc(C)oc2C)ccc1OCc1ccccc1	31	20	2	8	-11	-1	-3	14	29	i
CCOc1cc(C(=O)OCc2ccc(C(=O)OC)o2)cc(Br)c1OC	12	-1	3	-7	x	-1	5	2	-8	i
CCCC(c1nnnn1Cc1ccco1)N1CCN(C(=O)c2ccco2)CC1 (stereo not drawn)	22	-1	2	-3	1	1	1	-6	-8	i
CCNC(=S)NS(=O)(=O)c1ccc(C)cc1	11	-5	5	3	-3	2	2	6	-2	i
CN(C)C(=O)COc1ccc2c3c(c(=O)oc2c1)CCCC3	9	2	-1	-31	x	-3	0	2	3	i
C=CCO/N=C/C1=C(O)C(C(=O)OC)C(C)(C)CC1=O (stereo not drawn)	9	x	3	0	-2	0	-5	1	x	i
Cc1ccc(CS(=O)(=O)c2ccc(C(=O)N3CCN(c4ccccn4)CC3)cc2[N+](=O)[O-])cc1	22	50	0	5	-2	1	3	7	19	i
Cc1cc(C(=O)N/N=C/c2cc(Br)cc(Br)c2OC(=O)c2ccccc2)n[nH]1	52	3	1	4	x	1	-2	-6	2	i
CC(=O)Oc1ccc(C(=O)Nc2cccc3c2CCCC3)cc1	25	7	0	0	6	0	2	6	-5	i
Cc1cccc2c1N1C(=O)c3c(C(=O)O)cccc3C1CC2C (stereo not drawn)	7	-5	-2	-11	-56	-3	1	3	-8	i
CS(=O)(=O)N(CC(=O)O)c1cc(Cl)cc(Cl)c1	33	0	-1	1	-7	-2	1	-5	-5	i
COc1ccccc1-n1c(CCn2nc(C)c(Br)c2C)n[nH]c1=S	31	-3	-4	0	-2	-2	0	-8	-10	i
CC1=C(C)C(OCCCl)N(c2cc(O)c(Cl)cc2F)C1=O (stereo not drawn)	0	14	-1	9	-7	-3	0	-11	-5	i
O=C1NC2(CCSC2)C(=O)N1CC(=O)N(Cc1ccccc1)C1CCS(=O)(=O)C1 (stereo not drawn)	4	-3	9	-5	1	-1	4	7	-9	i
Clc1cccc(Cl)c1CO/N=C/c1cccs1	4	-9	4	3	-4	-5	-3	-2	-8	i
COc1cccc2c1C(=O)CC2NC(=O)C(F)(F)F (stereo not drawn)	17	8	0	6	1	-1	-3	1	1	i
Cc1cc2cc(CNC(=O)Nc3ccc(Cl)c(Cl)c3)ccc2n1C	7	8	3	4	3	0	0	0	1	i
CCCN(CC(=O)Nc1ccccc1C)C(=O)/C=C/c1ccc(S(=O)(=O)N2CCCCCC2)cc1	2	3	x	3	-5	-1	2	10	-5	i
O=c1[nH]cc(S(=O)(=O)NCc2ccccc2)c(=O)[nH]1	21	-1	-2	-3	1	-2	4	-6	-4	i
CCOC(=O)c1cnn(-c2nc(OCC)cc(OCC)n2)c1C	0	-3	-1	13	-1	0	1	10	-4	i
Cc1nnc(SCC(=O)NCc2ccccc2)s1	37	-3	-3	-1	-2	-2	2	-2	4	i
COc1ccc(C(=O)Nc2c(O)ccc3ccccc23)cc1OC	5	13	x	0	5	5	-6	4	-5	i
Cc1ccnc(SCc2cc(=O)c(OC(=O)c3ccco3)co2)n1	4	-1	-3	8	4	-3	-3	-4	-3	i
CN1C(=O)/C(=C/c2ccc(C(F)(F)F)cc2)Sc2ccc(C(=O)N3CCN(c4ccccn4)CC3)cc21	15	6	-3	13	4	-2	0	-4	2	i
CC1CCN(C(=S)c2ccc([N+](=O)[O-])cc2)CC1	7	-8	2	4	-4	0	2	5	-3	i
COc1ccc(C(=O)NNC(=O)c2ccncc2)cc1	15	-3	3	9	6	-3	0	-14	1	x
C=CCn1c(NC)cc(=O)n(C)c1=O	5	-13	-2	4	-33	-3	-1	-1	-3	i
CCOC(=O)Cc1csc(NC(=O)/C=C/c2cccc(Br)c2)n1	23	-4	3	10	x	1	0	8	5	i

High-throughput results deposited in PubChem BioAssay by several laboratories.

Some of the compounds tested (hit frequency here may not be typical).
